TNAP inh noacc = human TNAP enzyme inhibitors, primary screen, biochemical, luminescent, no phosphate acceptor, uHTS; Alkaline phosphatase, tissue-nonspecific isozyme (Homo sapiens), P05186; inhibition, % at 20 µM; 200,000 tested, 0.26% active; purified TNAP, CDP-star luminescence, 30 min;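 active = tissue-nonspecific alkaline phosphatase inhibition above about 50% at 20 µM in the single-dose screen, limit read from the data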;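 also: 0% = DMSO negative control and 100% = EDTA positive control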
Target sequence (P05186 whole entry, looked up): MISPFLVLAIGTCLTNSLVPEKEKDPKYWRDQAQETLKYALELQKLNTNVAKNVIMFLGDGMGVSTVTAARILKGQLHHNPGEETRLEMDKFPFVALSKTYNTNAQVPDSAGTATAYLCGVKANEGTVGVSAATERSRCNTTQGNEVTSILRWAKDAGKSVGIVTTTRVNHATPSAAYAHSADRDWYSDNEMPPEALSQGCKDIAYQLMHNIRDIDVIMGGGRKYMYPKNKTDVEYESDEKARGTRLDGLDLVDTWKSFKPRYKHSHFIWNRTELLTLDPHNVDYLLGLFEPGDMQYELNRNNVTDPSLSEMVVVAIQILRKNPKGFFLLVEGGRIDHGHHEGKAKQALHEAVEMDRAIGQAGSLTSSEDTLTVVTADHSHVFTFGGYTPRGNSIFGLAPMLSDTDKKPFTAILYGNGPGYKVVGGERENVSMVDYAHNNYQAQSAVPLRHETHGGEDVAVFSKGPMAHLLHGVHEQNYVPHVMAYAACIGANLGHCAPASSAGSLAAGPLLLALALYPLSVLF
TNAP inh hiacc = human TNAP enzyme inhibitors, primary screen, biochemical, luminescent, high phosphate acceptor level, uHTS | Alkaline phosphatase, tissue-nonspecific isozyme (Homo sapiens), P05186 | purified TNAP, CDP-star luminescence, 1 M DEA | 200,000 tested, 0.03% active | inhibition, % at 20 µM;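 active = over 50% inhibition of tissue-nonspecific alkaline phosphatase at 20 µM in the single-dose screen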;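 also: plate controls were DMSO wells for no effect and EDTA-quenched wells as full inhibition for full effect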
bIAP act = bovine intestinal alkaline phosphatase activators, primary screen, biochemical, bovine IAP, CDP-star luminescence; alkaline phosphatase, intestinal [Bos taurus]; purified bovine IAP, 30 min; active compounds read high; fold of DMSO-control signal, blank-subtracted; activation factor at 20 µM; 200,000 tested, 0.17% active;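 active = activation factor of 2 or more at 20 µM, a signal rise over negative controls twice the positive control's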
TNAP act hiacc = TNAP activators at high phosphate acceptor level, primary screen, biochemical, luminescence, uHTS. Alkaline phosphatase, tissue-nonspecific isozyme (Homo sapiens), P05186. purified TNAP, CDP-star luminescence, 1 M DEA, 30 min; active compounds read high; 0 = EDTA background, 1 = DMSO-only activity. activation factor at 20 µM. 200,000 tested, under 10 active. AID 1136, 2008;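 active = activation factor at least 2 at 20 µM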
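Measured by: Luminescent substrate turnover signal | Test system: Human TNAP | Input: TNAP 1/800 final | Dosing: 20 µM single point | Schedule: 30 min, room temperature | Controls: EDTA wells as negative control, DMSO wells as positive control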
PPARg SRC-3 ag = PPARgamma agonists recruiting SRC-3 coactivator, primary screen, biochemical; biochemical PPARgamma/SRC-3 coactivator recruitment assay; activation, % at 8 µM; 200,000 tested, 0.26% active; in the data active = activation above about 23%;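 also: 0% = DMSO and 100% = reference agonist; some compounds past the cut are filed as inactive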
Target sequence (P37231 whole entry, looked up): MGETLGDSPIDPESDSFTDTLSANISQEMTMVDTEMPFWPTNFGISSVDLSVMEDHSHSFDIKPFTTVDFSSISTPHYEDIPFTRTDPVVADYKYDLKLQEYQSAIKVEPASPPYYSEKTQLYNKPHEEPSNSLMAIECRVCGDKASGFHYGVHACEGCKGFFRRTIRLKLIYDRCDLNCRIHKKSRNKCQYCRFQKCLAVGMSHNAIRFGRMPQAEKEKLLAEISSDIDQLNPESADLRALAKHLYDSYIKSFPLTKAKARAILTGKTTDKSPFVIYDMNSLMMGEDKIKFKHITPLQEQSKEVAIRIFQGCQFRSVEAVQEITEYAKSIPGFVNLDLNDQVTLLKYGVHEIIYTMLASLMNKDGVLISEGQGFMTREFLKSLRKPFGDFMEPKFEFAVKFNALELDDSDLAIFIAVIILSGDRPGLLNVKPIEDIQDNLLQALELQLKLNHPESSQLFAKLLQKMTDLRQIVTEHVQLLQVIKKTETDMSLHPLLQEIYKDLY
bIAP inhibitor = bovine intestinal alkaline phosphatase inhibitors, primary screen, selectivity assay for TNAP inhibitor project, biochemical, bovine IAP, CDP-star luminescence. alkaline phosphatase, intestinal [Bos taurus]. purified bovine IAP, 30 min. inhibition, % at 20 µM. 190,000 tested, under 10 active. AID 1019, 2008;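 active = over 50% inhibition of intestinal alkaline phosphatase at 20 µM in the single-dose screen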
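System: purified bovine intestinal alkaline phosphatase (IAP) enzyme; Input: IAP diluted 1/65,000,000 in the well; Measured by: CDP-star luminescence signal; Compound dosing: 20 µM single dose; Incubation: 30 min reaction at room temperature.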
SRC2 TRFRET art = TR-FRET signal artefacts, primary screen, artefact control for PPARgamma SRC-2 agonist project, biochemical | TR-FRET ratio at 8 µM | 200,000 tested, 0.4% active | TR-FRET artefact counter-screen; active compounds read high; in the data active = TR-FRET ratio above about 2000; also: inactives centre near 1500
PPARg SRC-2 ag = agonists of PPARg-SRC-2 recruitment, primary screen, biochemical, HTS. Peroxisome proliferator-activated receptor gamma (Homo sapiens), P37231. PPARgamma LBD-SRC-2 recruitment. activation, % at 8 µM. 200,000 tested, 0.34% active. AID 1032, 2008; in the data active = activation above about 22%;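 also: 0% = vehicle and 100% = reference agonist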
HMGR II inh = inhibitors of E. faecalis class II HMGR, primary screen, biochemical, Enterococcus faecalis. purified E. faecalis HMGR, NADPH absorbance 340 nm kinetic. HMG-CoA reductase (Enterococcus faecalis, mvaE). 190,000 tested, 0.41% active. AID 1066, 2008. inhibition, % at 10 µM;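 active = inhibition above a set limit, the median over all tested compounds plus 3 SD, cut at about 9.5% in these data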;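 also: enzyme runs in reverse so mevalonate oxidation gives rising NADPH absorbance; 0% = complete reaction with DMSO and 100% = background rate lacking mevalonate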
PPARg SRC-1 ag = PPARgamma agonists recruiting SRC-1 coactivator, primary screen, biochemical; activation, % at 8 µM; Peroxisome proliferator-activated receptor gamma (Homo sapiens), P37231; 200,000 tested, 0.41% active; PPARgamma-SRC-1 coactivator recruitment biochemical assay; in the data active = activation above about 19%;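 also: 0% = DMSO and 100% = reference agonist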
* = called active by the depositor. Outcome played no part in choosing rows (roughly 1.6% active in at least one column).

SMILES | TNAP inh noacc | TNAP inh hiacc | bIAP act | TNAP act hiacc | PPARg SRC-3 ag | bIAP inhibitor | SRC2 TRFRET art | PPARg SRC-2 ag | HMGR II inh | PPARg SRC-1 ag
O=c1[nH]nc2n1CCCCC2 | -9 | -8 | 1 | 1.1 | -2 | 4 | 1472 | -1 | -5 | -1
O=[N+]([O-])c1cc(C(F)(F)F)cc([N+](=O)[O-])c1NCCCN1CCOCC1 | 1 | 2 | 1 | 1 | 7 | 4 | 1615 | 7 | -2 | -2
CCN(CC)c1nc2c(s1)C(=O)CC(C)(C)C2 | -14 | -1 | 0.9 | 1 | 10 | 14 | 1643 | 1 | 0 | 5
c1ccc(SCCN2CCc3ccccc3C2)cc1 | -11 | -3 | 0.8 | 1 | 0 | 16 | 1684 | 15 | -3 | 1
Cc1cc2ncn(C3CC(=O)N(Cc4ccc(N5CCCC5=O)cc4)C3=O)c2cc1C (centres undefined) | -3 | 2 | 1 | 1 | 5 | 1 | 1385 | 1 | -2 | 0
CCOc1ccc(C2c3c(oc4cc(C)c(C)cc4c3=O)C(=O)N2CCCN2CCOCC2)cc1 (centres undefined) | -8 | 3 | 1.1 | 1 | 11 | -9 | 1710 | -4 | 3 | 4
CCOC(=O)N/N=C/c1cc(C)n(-c2ccccc2)c1C | -22 | -2 | 0.9 | 1 | -2 | 12 | 1537 | -5 | -5 | 2
CC1CN(Cc2nc3c(c(=O)n(C)c(=O)n3C)n2Cc2ccccc2)CC(C)O1 (centres undefined) | -18 | -7 | 1.1 | 1.1 | 5 | -6 | 1766 | 5 | 4 | 10
COc1ccc(NC(=O)CSc2nnc(CNC(=O)c3ccco3)o2)cc1 | -4 | -2 | 1 | 1 | 6 | 4 | 1661 | 7 | 2 | 6
CC(C)=CCN1CCN(Cc2cnc(N3CCCC3)s2)CC1CCO (centres undefined) | -8 | -4 | 0.9 | 1 | 6 | 8 | 1311 | 0 | -5 | -3
C=CCN(CC=C)C(=S)NC(=O)/C=C/c1ccc(C)cc1 | -4 | 2 | 0.7 | 1 | 3 | 30 | 1475 | -6 | 3 | -1
COc1ccc(CCC(=O)Nc2cc([N+](=O)[O-])ccc2OC)cc1 | -6 | -1 | 0.9 | 1 | 2 | 10 | 1553 | 12 | 2 | 7
O=S(=O)(NCc1cn2ccccc2n1)c1cc(F)ccc1F | -4 | -1 | 1 | 1 | -13 | 3 | 1525 | -1 | -2 | -2
O=[N+]([O-])c1ccc(/C=N/N2CCN(c3ccncc3S(=O)(=O)N3CCCCC3)CC2)cc1 | -6 | -2 | 0.8 | 1 | 2 | 17 | 1449 | -4 | 1 | -1
CN(C)c1ccc(/C=C2/NC(=O)NC2=O)cc1 | -2 | 4 | 1.1 | 1 | 17 | -9 | 1586 | 19 | -7 | 12
O=C(OCC#CCSc1nnc(-c2ccccc2)o1)c1cc2ccccc2o1 | -6 | -3 | 1 | 1 | -10 | 0 | 1257 | 3 | 7 | -3
COc1ccc(C)cc1S(=O)(=O)N1CCN(c2cccc(C(F)(F)F)c2)CC1 | -6 | 0 | 0.9 | 1 | 7 | 10 | 1507 | 6 | 0 | 0
Cc1ccc(C2OC3=C(C(=O)CC(C)(C)C3)C(N)=C2C#N)o1 (centres undefined) | -10 | -4 | 1 | 1 | 10 | -5 | 1759 | -6 | -5 | -2
O=C(NC1=NCCS1)c1ccccc1OCc1ccc(F)cc1 | -7 | -5 | 1 | 1.1 | 1 | 3 | 1756 | 4 | -6 | -5
CCOc1ccc(N(C(C)=O)C2C=CS(=O)(=O)C2)cc1 (centres undefined) | -8 | -4 | 0.8 | 1 | -1 | 15 | 1531 | 0 | 2 | -2
CCOc1ccc(NS(=O)(=O)c2ccc(OCC(=O)N3CCCC3)cc2)cc1 | -6 | -1 | 0.9 | 1 | 12 | 7 | 1539 | 5 | -7 | -4
N#Cc1nc(-c2ccc(F)cc2)oc1N1CCCC1 | -5 | 2 | 0.9 | 1 | 10 | 5 | 1483 | -5 | 0 | -4
CCOC(=O)C1=NN(c2ccccc2)C(c2ccccc2)CC1=O (centres undefined) | -4 | 2 | 1 | 1 | -13 | 1 | 1725 | 8 | -4 | 2
CC(C)CC(NC(N)=O)C(=O)NCCc1ccc(Cl)cc1 (centres undefined) | -22 | -6 | 0.9 | 1.1 | 1 | 10 | 1600 | 0 | 1 | 12
CN(C)c1nc(N(C)C)nc(N2CC(=O)N(c3ccccc3)C2=N)n1 | 6 | -4 | 1.4 | 1 | 0 | -38 | 1377 | -3 | -4 | 7
CCCCNC(=O)Nc1cc(C(=O)OC)ccc1Cl | -3 | -2 | 0.9 | 1 | 2 | 14 | 1572 | -4 | -4 | 3
CCN(Cc1ccccc1)C(c1cc2cc(C)cc(C)c2[nH]c1=O)c1nnnn1CCOC (centres undefined) | -8 | -5 | 0.8 | 1 | -8 | 15 | 1565 | 10 | -3 | 7
CCOC(=O)c1[nH]c(C)c(C(=O)Nc2ccc3c(c2)CCC3)c1C | 8 | -6 | 1 | 1.1 | 15 | 1 | 1621 | 3 | 4 | 6
C=CCn1c(SCc2ccc(Cl)c(Cl)c2)nnc1C(CO)NC(=O)c1ccc(OC)cc1 (centres undefined) | -28 | -2 | 0.9 | 1 | 0 | 11 | 1439 | -2 | -3 | -4
Cc1ccc(NC(=O)C2CCCN(S(=O)(=O)c3cnc[nH]3)C2)c(Br)c1 (centres undefined) | -6 | -5 | 1.1 | 1 | 5 | -11 | 1533 | 3 | -6 | 3
Cc1ccc(SCCC(=O)N/N=C/c2ccncc2)cc1 | -7 | -2 | 0.7 | 1 | 4 | 32 | 1550 | 0 | 0 | 0
Cc1ccc2c(Cl)cc(Cl)c(OCC(=O)Nc3ccc(C)c(S(=O)(=O)N(C)C)c3)c2n1 | -5 | 4 | 0.9 | 1 | -1 | 8 | 1592 | -10 | -3 | 1
CN(C)c1ccc(C2Nc3ccccc3C(=O)N2NS(=O)(=O)c2ccccc2)cc1 (centres undefined) | -14 | -3 | 0.9 | 1 | 5 | 7 | 1621 | 2 | 5 | 16
COc1ccccc1C(=O)N/C(=C/c1ccc(Br)cc1)C(=O)NCC(=O)O | -13 | -4 | 0.9 | 1 | 5 | 10 | 1438 | 1 | -18 | 0
COC(=O)C1=C(C)N(CCCC(=O)O)C(=O)NC1c1cccs1 (centres undefined) | -6 | 2 | 0.7 | 1 | 0 | 32 | 1353 | -9 | -9 | -1
O=C(c1ccco1)N1CCN(C(c2ccccc2)c2nnnn2C2CCCC2)CC1 (centres undefined) | -7 | 2 | 0.9 | 1 | -5 | 9 | 1466 | -3 | -2 | -3
CCOC(=O)C(Cc1ccccc1)NC(=O)CCc1c(C)nc2ncnn2c1C (centres undefined) | -8 | 2 | 1 | 1 | -5 | -4 | 1495 | 5 | -2 | -2
CN(C)CCCOC(=O)Cc1ccc(Cl)cc1 | -4 | -7 | 1.1 | 1.1 | -1 | -7 | 1506 | 6 | -1 | 2
Cc1ccc(NC(=O)CN(C)C(=O)c2cc3ccccc3o2)cc1 | -13 | -6 | 1 | 1.1 | 2 | 0 | 1597 | 11 | -2 | 10
CSc1nnc(C)c(=O)n1COC(=O)COc1ccc(Cl)cc1Cl | -13 | -3 | 1 | 1 | -2 | 0 | 1526 | -5 | -3 | -3
O=C(NC1CCCC1)C(c1ccncc1)N(C(=O)Cc1cccs1)c1ccccc1 (centres undefined) | -10 | -4 | 0.9 | 1 | -1 | 12 | 1559 | 5 | 10* | 1
COC(=O)C(C(=O)OC)C(C[N+](=O)[O-])c1ccc(O)c(OC)c1 (centres undefined) | 34 | 19 | 1.4 | 0.8 | 4 | -44 | 1465 | -1 | 1 | 4
O=C(C1=C[C@H](C2CCCCC2)C[C@H](OCCCCO)O1)N1CCN(Cc2ccc3c(c2)OCO3)CC1 | -9 | -10 | 1.1 | 1.1 | 0 | -7 | 1480 | 10 | 7 | 4
CCCOc1ccc(/C=c2\sc3ncnn3c2=O)cc1 | -6 | -5 | 0.9 | 1 | 6 | 9 | 1689 | 4 | -6 | 4
Cc1ccc(-n2nnnc2-c2cnc(N3CCCC3)nc2C(F)(F)F)cc1 | -7 | -6 | 1 | 1.1 | 5 | 4 | 1709 | 5 | -1 | 4
Cc1c(NC(=O)CC2NC(=O)NC2=O)c(=O)n(-c2ccccc2)n1C (centres undefined) | 8 | -2 | 1.1 | 1 | 4 | -12 | 1715 | 10 | -3 | 8
O=C(c1cc2cc(Br)ccc2o1)N1CCCC1 | 0 | 2 | 1 | 1 | 8 | -2 | 1525 | 1 | -3 | 13
Cc1ccccc1OC(=O)Cn1c(C(F)(F)F)nc2ccccc21 | 2 | -2 | 1 | 1 | 15 | 3 | 1503 | 1 | -4 | 9
Cn1c(=O)c(NC2CCCCC2)c2c3c(cccc31)C(=O)c1ccccc1-2 | 17 | 13 | 0.9 | 0.9 | 4 | 14 | 1539 | -4 | 1 | -9
COc1ccc(S(=O)(=O)c2cnc3ccccc3n2)cc1 | -5 | -2 | 1 | 1 | 5 | 2 | 1632 | 2 | -1 | 8
COc1cnc(-c2ccccn2)nc1Oc1ccccc1 | -1 | 2 | 1 | 1 | 0 | 2 | 1491 | 5 | -4 | 0
CCOC(=O)c1ccc(NC(=O)CSc2nnc(-c3ccncc3)n2C)cc1 | -11 | -3 | 1 | 1 | 0 | 0 | 1440 | 5 | -10 | -3

Given with each value named: part of the list above
Structure: COc1cnc(-c2ccccn2)nc1Oc1ccccc1
  TNAP inh noacc: -1
  TNAP inh hiacc: 2
  bIAP act: 1
  TNAP act hiacc: 1
  PPARg SRC-3 ag: 0
  bIAP inhibitor: 2
  SRC2 TRFRET art: 1491
  PPARg SRC-2 ag: 5
  HMGR II inh: -4
  PPARg SRC-1 ag: 0

Structure: Cn1c(=O)c(NC2CCCCC2)c2c3c(cccc31)C(=O)c1ccccc1-2
  TNAP inh noacc: 17
  TNAP inh hiacc: 13
  bIAP act: 0.9
  TNAP act hiacc: 0.9
  PPARg SRC-3 ag: 4
  bIAP inhibitor: 14
  SRC2 TRFRET art: 1539
  PPARg SRC-2 ag: -4
  HMGR II inh: 1
  PPARg SRC-1 ag: -9

Structure: Cc1ccccc1OC(=O)Cn1c(C(F)(F)F)nc2ccccc21
  TNAP inh noacc: 2
  TNAP inh hiacc: -2
  bIAP act: 1
  TNAP act hiacc: 1
  PPARg SRC-3 ag: 15
  bIAP inhibitor: 3
  SRC2 TRFRET art: 1503
  PPARg SRC-2 ag: 1
  HMGR II inh: -4
  PPARg SRC-1 ag: 9

Structure: O=C(C1=C[C@H](C2CCCCC2)C[C@H](OCCCCO)O1)N1CCN(Cc2ccc3c(c2)OCO3)CC1
  TNAP inh noacc: -9
  TNAP inh hiacc: -10
  bIAP act: 1.1
  TNAP act hiacc: 1.1
  PPARg SRC-3 ag: 0
  bIAP inhibitor: -7
  SRC2 TRFRET art: 1480
  PPARg SRC-2 ag: 10
  HMGR II inh: 7
  PPARg SRC-1 ag: 4

Bioassay records as filed in PubChem.
